# TRPV1 ag = human TRPV1 agonism. hit rate 0.19% among 320,000. activation, % at 8.33 µM. TRPV1-expressing cells, Fluo-8 calcium influx, agonist mode. AID 540275; in the data active = activation above about 80%; inconclusive = between about 30% and that limit; note: 0% is about no effect
#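 TRPV1-expressing cells were cultured overnight at 35.5C and loaded with Fluo-8 calcium dye for 40 to 90 min at room temperature. After a 10 s baseline, compound was added and calcium influx was read kinetically for 3 min (ex 480/em 520 nm).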
# p53 reactivator = restores transcriptional activity of mutant p53. AID 504706. hit rate 0.063% among 320,000. Potency, µM (series often up to 92.2 µM), inactives show at the top dose activity change, positive = activation, hits mostly activators. H1299 p53-A138V BP100-luciferase reporter, luminescence, 24 h; note: potency is the fitted concentration of half-maximal effect; % of control where 0% means no effect; nearly all actives have a fitted effect of over 45% in size
#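 p53-null H1299 cells stably carrying temperature-sensitive p53-A138V and a BP100-luciferase reporter were pinned with compounds (4-point, 1:5 series) and held 24 hrs at 37 deg C. Luminescence was read 10 min after detection reagent.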
# RORgamma inh = blocks mouse ROR gamma transcriptional activity; hit rate 5.4% among 310,000; Drosophila S2 Gal4-RORgamma UAS-luciferase reporter, 20 h; Potency, µM (titrated, usually from 53.6 µM), for inactives: top-dose activity change, negative = inhibition, usual class: inhibitors; note: potency is the fitted concentration of half-maximal effect; % is set by controls: 0 for no effect and ±100 for the full control effect; nearly all actives have a fitted effect of over 60% in size
# Target sequence (P51450 whole entry, looked up, the tested form may be a part): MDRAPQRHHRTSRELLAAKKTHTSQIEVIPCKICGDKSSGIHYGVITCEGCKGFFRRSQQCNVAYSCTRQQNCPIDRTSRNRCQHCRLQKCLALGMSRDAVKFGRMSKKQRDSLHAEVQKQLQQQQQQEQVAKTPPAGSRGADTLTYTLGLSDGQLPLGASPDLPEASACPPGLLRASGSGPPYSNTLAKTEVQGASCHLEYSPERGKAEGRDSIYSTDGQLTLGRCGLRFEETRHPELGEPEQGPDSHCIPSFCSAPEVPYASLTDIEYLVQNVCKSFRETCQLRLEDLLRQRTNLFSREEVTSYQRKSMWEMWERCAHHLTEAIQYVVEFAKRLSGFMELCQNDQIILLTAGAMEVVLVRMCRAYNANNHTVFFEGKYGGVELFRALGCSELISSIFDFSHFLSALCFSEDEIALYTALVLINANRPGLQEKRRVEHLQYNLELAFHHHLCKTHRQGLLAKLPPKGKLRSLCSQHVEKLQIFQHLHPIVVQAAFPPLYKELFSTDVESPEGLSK
#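 Schneider cells (Drosophila), stable Gal4 DBD–ROR gamma + UAS-luc; 1 hr cmpd preincubation; Cu2+ induction 700 uM final; 20 hr ambient; luminescence.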
# ELG1 repair inh = inhibitors of ELG1-dependent DNA repair in HEK293T cells; Potency, µM (highest dose often 46.1 µM), without a hit: at the top dose activity change, negative = inhibition, actives largely listed as inhibitors; hit rate 2.3% among 330,000; HEK293T ELG1-luciferase reporter, luminescence, 16 h; DNA damage induced by 5-fluorouridine; note: potency is the fitted concentration of half-maximal effect; % is set by controls: 0 for no effect and ±100 for the full control effect; nearly all actives have a fitted effect of over 55% in size
#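 Luminescence from the luciferase reporter, measured 30 min after ONE-Glo reagent at room temperature, was the read-out. Beforehand, 2,000 cells per well were exposed for 16 hr at 37 °C to 5-fluorouridine together with compound or vehicle.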
# ELG1 genotox = inducers of genotoxicity in HEK293T ELG1-luciferase cells; HEK293T ELG1-luciferase reporter, luminescence, 16 h; Potency, µM (series often up to 46 µM), for the others: at the highest dose activity change, positive = activation, usual class: activators; hit rate 1.3% among 330,000; note: potency is the fitted concentration of half-maximal effect; % of control where 0% means no effect; nearly all actives have a fitted effect of over 60% in size
#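 After overnight (16 hr) compound treatment at 37 °C, ELG1-luciferase HEK293T cells were lysed with ONE-Glo; luminescence quantified 30 min later at room temperature.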
# Tb PFK block = T. brucei PFK enzyme inhibition; T. brucei PFK, ADP-Glo luminescence; Potency, µM (titrated, usually from 57.5 µM), inactives show top-dose activity, negative = inhibition, actives largely listed as inhibitors; hit rate 0.17% among 330,000; AID 485367;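 note: potency is the fitted concentration of half-maximal effect; 0% = uninhibited 1x PFK enzyme wells and -100% = no-enzyme wells; nearly all actives have a fitted effect of over 60% in size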
#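 Activity is normalized to no-enzyme wells (full inhibition) and 1.25 nM enzyme wells (no inhibition). Reaction: 0.5 mM F6P, 0.1 mM ATP, 45 min RT, ADP-Glo luminescence; concentration-response curves fitted and classed by quality.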
# FLuc modulator = counter-screen for miR-21 project: firefly luciferase inhibitors or activators; purified FLuc, Km substrates, luminescence inhibition; hit rate 6.9% among 360,000; P08659; Potency, µM (doses to about 57.5 µM), inactives show top-dose activity change, negative = inhibition, usual class: inhibitors; AID 588342;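 note: potency is the fitted concentration of half-maximal effect; plate controls were vehicle for no effect and reference inhibitor for full effect; nearly all actives have a fitted effect of over 55% in size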
# Target sequence (P08659 whole entry, looked up): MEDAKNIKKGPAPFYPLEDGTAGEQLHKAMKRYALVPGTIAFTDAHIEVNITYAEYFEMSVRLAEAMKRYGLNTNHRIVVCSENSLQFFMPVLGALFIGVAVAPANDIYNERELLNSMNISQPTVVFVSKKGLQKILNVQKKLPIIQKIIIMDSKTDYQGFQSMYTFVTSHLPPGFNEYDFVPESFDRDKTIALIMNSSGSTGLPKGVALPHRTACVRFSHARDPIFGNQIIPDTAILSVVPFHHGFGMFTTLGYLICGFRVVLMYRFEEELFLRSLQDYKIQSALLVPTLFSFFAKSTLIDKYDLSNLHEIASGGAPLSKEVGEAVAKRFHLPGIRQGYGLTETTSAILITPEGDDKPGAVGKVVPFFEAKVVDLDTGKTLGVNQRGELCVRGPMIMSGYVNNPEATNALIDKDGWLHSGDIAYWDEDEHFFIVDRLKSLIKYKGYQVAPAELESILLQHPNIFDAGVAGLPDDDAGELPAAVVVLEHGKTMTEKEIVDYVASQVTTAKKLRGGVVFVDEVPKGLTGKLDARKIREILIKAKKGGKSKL
#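 Purified P. pyralis luciferase (10nM final) with 10uM D-luciferin and 10uM ATP (Km levels) in 50mM Tris acetate pH 7.5, 10mM Mg acetate, 0.01% Tween-20, 0.05% BSA; qHTS 6-point titration, ~60 µM downward; luminescence read.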
# VP16 counter = Gal4-VP16 reporter inhibition counter-screen. Drosophila S2 Gal4-VP16 UAS-luciferase, luminescence, 20 h. Potency, µM (top dose mostly 53.6 µM), for inactives: top-dose activity, negative = inhibition, usual class: inhibitors. hit rate 3.5% among 310,000. AID 2546;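 note: Gal4-VP16 expression switched on by copper sulfate through the metallothionein promoter; potency is the fitted concentration of half-maximal effect; % is set by controls: 0 for no effect and ±100 for the full control effect; nearly all actives have a fitted effect of over 50% in size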
# Rab9 prom act = activators of Rab9 promoter | hit rate 2.8% among 320,000 | Potency, µM (titrated, usually from 9.22 µM), inactives show at the top dose activation, negative = inhibition, hits mostly activators | AID 485297 | Huh7 Rab9 promoter-luciferase reporter, luminescence, 24 h; note: potency is the fitted concentration of half-maximal effect; % of control where 0% means no effect; nearly all actives have a fitted effect of over 60% in size
#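 Steps: seed 1500 Huh7 Rab9-luc cells per well, rest 2 h at 37 °C; add compound in DMSO; incubate 24 h; add luciferase reagent, 10 min ambient; read luminescence.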
# BRCA1 expr act = BRCA1 expression activation; hit rate 1.1% among 380,000; MCF7-BRCA1-FFLuc reporter, luminescence, 48 h; response scale: scaled: vehicle 0%, 10 µM genistein 100%; AID 624202; Potency, µM (highest dose often 46.1 µM), inactives show at the highest dose activation, most hits filed as activators; note: potency is the fitted concentration of half-maximal effect; nearly all actives have a fitted effect of over 80% in size; some results filed as inactive show a strong effect at the top dose
#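 Activators of BRCA1 expression were detected as increased firefly luciferase luminescence in engineered MCF7 cells after 48 h compound incubation. Signals were scaled to genistein 10 microM as full activation.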
# NPC1 prom act = activators of NPC1 promoter; Huh7 NPC1 promoter luciferase reporter, 24 h; Potency, µM (highest dose often 9.22 µM), inactives show at the top dose activation, actives largely listed as activators; hit rate 2.4% among 320,000; AID 485313;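 note: potency is the fitted concentration of half-maximal effect; % of control where 0% means no effect; nearly all actives have a fitted effect of over 60% in size; reporter is driven by a mutant NPC1 promoter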
#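 Huh7 cells stably carrying NPC1 promoter–luciferase, plated in Opti-MEM with 10% FBS for 2 h, were exposed to compound in DMSO for 24 h at 37 °C; luciferase reagent was added for 10 min and luminescence read.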
# An asterisk follows results filed as active; ? = inconclusive; · = not tested or not shown; & = joins results of further samples; [ ] = remark or other dose. Unless noted, calls come from the whole dose curve; as a rule, active = well fitted curve in the direction sought with a large enough effect; inconclusive = small, poorly fitted or top-dose-only effect, or another doubt; inactive = no such curve, though single readings can be large; an effect the other way counts as inactive or inconclusive.
canonical_smiles | TRPV1 ag | p53 reactivator | ELG1 repair inh | VP16 counter | Rab9 prom act | Tb PFK block | BRCA1 expr act | FLuc modulator | ELG1 genotox | NPC1 prom act | RORgamma inh
CCOC(=O)c1ccccc1NC(=O)CC1Nc2ccccc2NC1=O (centres undefined) | -1.8 | 3.6% | -5.9% | -1.4% | 4.8% | -2.9% | · | 7.6% | 1.9% | -4.9% | 10.2%
Cc1ccc(NS(=O)(=O)c2ccc3c(c2)n(C)c(=O)c(=O)n3C)c(C)c1 | -8.6 | -7.5% | -5.2% | -22.3% | 4.6% | -0.7% | 0.6% | 3.4% | 0.3% | -1.9% | ?
CCN1CCc2nc(N)sc2C1 | 2.6 | 3.8% | 15.2% | -2.2% | 2.4% | ? | 3.1% | -14.5% | -0.4% | 0.6% | 3.7%
O=C(COC(=O)c1cccnc1Cl)Nc1ccccc1OC(F)F | 0.0 | -2.6% | -3.9% | -8.1% | -1.8% | 2.8% | -13.3% | -6.4% | 1.2% | -5.7% | 0.3%
O=c1cc(CSc2ccc(Cl)cc2)nc(-c2ccccc2)[nH]1 | 14.5 | -1.2% | ? | 4.8% | 2.7% | 7.1% | -0.2% | ? | -10.8% | -0.3% | 22.8%
O=C(N1CCOCC1)N1CCN(S(=O)(=O)N2CCOCC2)CC1 | 1.1 | 1.8% | 10.5% | 0.3% | -0.4% | 3.1% | 7.5% | 1.8% | 1.1% | -0.9% | ?
COC(=O)c1cccc(C23CC4(C2)[C@H](CN(Cc2ccc(-c5ccccc5)cc2)[C@@H]4c2ccccc2)C3c2ccccc2)c1 (some centres undefined) | -0.9 | 0.3% | 0.5% | -4.1%&0.7% | -3.8% | -10.8% | -6.1% | -2.2% | 0.9% | -1.4% | -14.6%&1.8%
O=C(CCS(=O)(=O)c1ccc(Br)cc1)NCc1ccco1 | 4.3 | 8.2% | ? | -5.2% | 0.8% | 16.9µM* | -4.7% | -1.7% | -1.0%[9.26 µM] | -0.6% | 9.6%
CC(=O)N1N=C(c2ccc(Cl)cc2)OC1c1ccc(C(C)C)cc1 (centres undefined) | ? | 18.1% | ? | ? | 28.7% | -8.6% | 89.8% | 12µM* | ? | 23.8% | 20.1%
O=C(O)c1cccc(Nc2c3ccccc3nc3ccccc23)c1 | -0.5 | -11.3% | -10.5% | -25.6% | 15.1% | -4.2% | 52.8% | -18.3% | 4.7% | 4.8% | 162.0%
O=C(NCCc1ccccc1)C(=O)c1cn(CC(=O)N2CCCC2)c2ccccc12 | 1.5 | -3.2% | -4.5% | 2.6% | -1.8% | 3.2% | -6.8% | ? | -0.4% | 1.2% | 13.0%
Cc1nc(SCC(N)=O)[nH]c(=O)c1Cc1ccc(OC(C)C)cc1 | -3.1 | 6.0% | 9.1% | -14.4% | 0.1% | 2.6% | -6.9% | -4.7% | -2.8% | 1.2% | ?
COC(=O)c1cc(-c2ccc(Br)cc2)c2c(=O)[nH]c(=O)n(C)c2n1 | -1.2 | 2.4% | 8.2% | -3.5% | -17.7% | 4.9% | -18.8% | 0.9% | 1.3% | -6.8% | 1.7%
COCCn1c(=O)[nH]c2cc(C(=O)Nc3cccc(C(C)=O)c3)ccc2c1=O | -0.6 | -7.9% | -8.8% | -1.4% | 0.7% | -1.6% | -20.0%&7.5% | 2.1%&-9.7% | -12.9% | 1.3% | -24.5%
O=C1C2C3C=CC(CC3)C2C(=O)N1/N=C/c1ccc(O)cc1 (centres undefined) | -1.4 | 20.1% | ? | -8.3% | 25.5% | -5.4% | 80.4% | 15.1µM* | ? | ? | -39.8%
Cc1cc(-n2cnnn2)cc(C)c1S(=O)(=O)NCCOc1ccccc1 | 0.6 | 4.0% | -4.1% | -1.8% | -7.1% | -5.8% | -3.7% | 4.7% | -2.0% | 0.8% | 13.7%
COc1ccc(C(=O)N2CCCC(N3CCN(c4ccccc4F)CC3)C2)c(OC)n1 (centres undefined) | 6.5 | -3.2% | -25.2% | -10.5% | 1.3% | -3.4% | 7.9% | 1.0% | -6.4% | -0.2% | 15.4%
Cc1ccc(S(=O)(=O)N2CCN(C(=O)COC(=O)CNC(=O)c3ccc(C(C)(C)C)cc3)CC2)c(C)c1 | · | 9.4% | 0.0% | · | · | -0.6% | 11.6% | · | -0.8% | · | ·
CCOC(=O)NN1C(=O)c2ccccc2NC1c1cccs1 (centres undefined) | -1.7 | -1.7% | -5.5% | 1.6% | -3.4% | -0.7% | 7.6% | -1.9% | 1.0% | -2.0% | 12.4%
O=C1CC(Nc2ccccc2)C(=O)N1Cc1ccccc1 (centres undefined) | 14.5 | 7.0% | 3.3% | 4.8% | -1.9% | 0.0% | -3.8% | -2.4% | -1.0% | -0.3% | 38.5%
Cc1cc(C(=O)Nc2ncn(Cc3ccc(F)cc3)n2)ccc1[N+](=O)[O-] | 10.7 | 13.2% | ? | ? | -2.6% | -10.2% | -19.2% | -4.9% | 2.7% | -4.0% | 0.0%
CN(Cc1ccccc1)C(=O)CN(c1ccccc1Cl)S(C)(=O)=O | -3.7 | · | ? | 7.1% | 2.2% | 1.2% | 28.2% | 0.4% | 0.3% | -2.0% | -12.8%
Cc1ccccc1NC(=O)CCCNC(=O)c1ccc(Cl)cc1 | -1.2 | 1.1% | 5.0% | 7.0% | -0.2% | -7.4% | -25.6% | 1.8% | -0.2% | 0.8% | 4.4%
CC(=O)c1ccc(NC(=O)Nc2ccc([N+](=O)[O-])cc2)cc1 | 3.0 | ? | ? | 3.2% | 27.0% | -1.9% | 7.3% | -16.3% | ? | ? | ?
C=CCNC(=S)N1CCc2c([nH]c3ccccc23)C1C (centres undefined) | 4.6 | 8.1% | -13.0% | -14.4% | -3.2% | ? | -12.4% | -0.9% | -0.1% | -1.4% | -30.0%
O=C(C[C@H]1C[C@H](C(=O)N2CCOCC2)[C@@]2(CCC3CCCC3)c3[nH]c4cc(-c5ccco5)ccc4c3CCN2C1=O)NCCc1ccccn1 | · | 2.6% | ? | · | · | -1.4% | -63.4% | · | -2.1% | · | ·
COc1ccc(Cc2nnc(NS(=O)(=O)Cc3ccccc3)s2)cc1 | 2.7 | -8.5% | 8.7% | 4.8% | -4.6% | -1.2% | -7.7% | -0.8% | -1.3% | 0.7% | -4.0%
O=C(NCc1ccccc1Cl)C1CCC(=O)N(CC2CCCCC2)C1 (centres undefined) | 5.8 | -4.0% | -0.6% | 1.4% | -6.8% | -2.0% | -5.7% | 2.4% | -1.8% | -5.7% | 16.7%
COc1ccc(OC)c(NC(=O)c2cc(-c3c(C)cc(C)cc3O)n[nH]2)c1 | -1.0 | 0.2% | 13.1% | -24.5% | 17.3% | 9.0% | -5.7% | 0.4% | 4.8% | -2.3% | -24.8%
COc1ccc(NC(=O)CSc2ccc3nnc(CCNC(=O)c4ccccc4)n3n2)cc1 | -1.3 | 3.7% | 14.5% | -1.2% | 0.6% | 4.7% | -0.1% | 1.7% | 1.6% | 1.5% | -2.9%
[O-]/C(=C(\C(=S)Nc1cccc2ccccc12)[n+]1ccccc1)c1ccc2c(c1)OCCO2 | -0.9 | 0.8% | 7.0% | ? | 1.1% | -4.0% | -35.2% | -18.6% | -0.7% | 2.4% | 12.6µM*
CN(C)/C=C/C1=CC(=O)CC(C)(C)C1 | 3.0 | 9.2% | -3.0% | 0.0% | -5.1% | -1.3% | -4.4% | -1.8% | 6.3% | -1.9% | 6.4%
CCOC(=O)c1sc(=S)n(-c2cccc(C(F)(F)F)c2)c1SC | 20.9 | -0.8% | -2.8% | -6.1% | -4.5% | 2.0% | -1.0% | 0.7% | -4.1% | -3.1% | -44.7%
Cc1ccc(C(=O)N/N=C\c2ccc(-c3ccc(Cl)cc3)o2)cn1 | · | 2.1% | -2.9% | 10µM* | 4.2% | 5.4% | -16.4% | ? | -4.5% | 0.7% | 2.51µM*
CC12CCC(=O)N1C(C(=O)Nc1cccc(F)c1)CS2 (centres undefined) | 0.9 | -0.3% | -0.5% | -3.1% | 2.0% | -11.7% | 11.1% | 7.2% | 0.6% | -2.4% | 1.4%
CCCOc1ccc(C(=O)Nc2ccc3c(c2)OCCO3)cc1 | -1.9 | · | ? | · | 0.562µM* | 0.6% | ? | 1.2µM* | 2.91µM* | 0.355µM* | ·
COc1ccc(C(=O)CCC(=O)N2CCN(c3ccccc3)CC2)cc1 | ? | 8.4% | -17.1% | 0.0% | -5.9% | 0.3% | 3.9% | -0.6% | -7.5% | -4.2% | -0.4%

# Screens from PubChem BioAssay.

# Outcome played no part in choosing rows; 15% or so of the library scored in one or more.
